Coupling enz – counter-screen for Giardia aldolase inhibitors: coupling enzyme system; coupling enzyme system counterscreen, AmpLite Red fluorescence; activity change, negative = inhibition, % at 58.2 µM, hits read low; 0.67% of 290,000 active; in the data active means activity change below about -30%
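Fluorescence at 525 nm excitation and 598 nm emission measured inhibition of the coupled detection system without aldolase. Compounds (at 57.5 uM final) were preincubated 10 min at room temperature with coupling enzyme reagent before a 20 min substrate/AmpLite Red step.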
Eya2 inh – Eya2 (human) phosphatase inhibition | O00167 | recombinant Eya2, OMFP fluorescence dephosphorylation (OMFP is methylfluorescein phosphate) | 0.006% of 330,000 active | Potency, µM (series often up to 76.9 µM), inactives show at the top dose activity, negative = inhibition, actives largely listed as inhibitors | AID 488837; further: potency means the concentration at half of the fitted maximal effect
Target sequence (O00167 whole entry, looked up): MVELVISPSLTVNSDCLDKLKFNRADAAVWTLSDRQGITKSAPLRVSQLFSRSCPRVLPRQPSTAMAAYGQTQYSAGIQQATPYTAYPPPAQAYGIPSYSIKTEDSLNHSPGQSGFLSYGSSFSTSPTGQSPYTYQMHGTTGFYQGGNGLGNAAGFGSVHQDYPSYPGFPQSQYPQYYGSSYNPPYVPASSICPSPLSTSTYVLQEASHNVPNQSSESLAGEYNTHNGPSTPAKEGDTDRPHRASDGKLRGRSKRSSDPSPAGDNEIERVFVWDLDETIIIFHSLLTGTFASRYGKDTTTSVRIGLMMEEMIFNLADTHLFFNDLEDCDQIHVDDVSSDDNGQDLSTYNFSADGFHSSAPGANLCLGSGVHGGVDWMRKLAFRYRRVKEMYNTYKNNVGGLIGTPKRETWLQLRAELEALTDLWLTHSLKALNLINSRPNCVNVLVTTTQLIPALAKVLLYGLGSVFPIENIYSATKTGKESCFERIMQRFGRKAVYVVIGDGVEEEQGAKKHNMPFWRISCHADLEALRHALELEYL
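Eya2 (0.2 uM) preincubated 10 min at ambient with compound, then OMFP substrate added at 50 uM; 10 min reaction in 50 mM HEPES pH 7.5, 50 mM NaCl, 5 uM MgCl2, 0.05% BSA, 1 mM DTT. Fluorescence read at Ex 485/Em 525 nm.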
Giardia kill – kills Giardia lamblia; Giardia lamblia trophozoite viability; activity change, % at 7.66 µM, hits read low; 0.15% of 340,000 active; AID 540267; in the data active means activity change below about -80%; inconclusive means between about -30% and that limit;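 further: parasites exposed to compound for two days anaerobically before the ATP read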
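Trophozoite viability was measured as ATP-dependent luminescence, read 15-30 min after reagent addition. Before that, parasites at 100 cells/well were exposed to compounds for 48 h, anaerobically, at 37 deg C.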
hERG WT inh – KCNH2 (human, wildtype) channel inhibition; Q12809; U2OS, BacMam KCNH2, thallium flux FluxOr; stronger effect = lower value; activity change, % at 1.84 µM; 0.37% of 340,000 active;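 active means maximum activity change below -70%; inconclusive means maximum activity change between -70% and -50%; inactive means maximum activity change above -50%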
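U2OS cells transduced with wild-type KCNH2 virus are loaded with FluxOr dye for 45 min, and thallium flux is measured in kinetic reads before and after stimulation buffer. Rate constants are normalized to DMSO controls.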
B2AR arrestin – recruits beta-arrestin to the human beta2-adrenergic receptor | beta-arrestin recruitment to beta2AR, cell-based reporter | Potency, µM (series often up to 46.1 µM), for the others: top-dose activation, hits mostly activators | P07550 | 0.02% of 330,000 active;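 further: potency means the concentration at half of the fitted maximal effect; 0% = DMSO controls and full agonism = EC100 isoproterenol or metaproterenol; nearly all actives have a fitted effect of over 65% in size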
uPA generation – blocks generation of uPA at the cell surface; cell surface uPA generation assay, qHTS; Potency, µM (top dose mostly 38.3 µM), for the others: top-dose activity change, negative = inhibition, usual class: inhibitors; 0.31% of 330,000 active; active means well fitted inhibition curve with a large enough effect; inconclusive means small, poorly fitted or top-dose-only effect; inactive means no such curve, though single readings can be large or run the other way; tested in mouse RAW 264.7 cells; further: potency means the concentration at half of the fitted maximal effect; nearly all actives have a fitted effect of over 55% in size
USP2a block – blocks human ubiquitin-specific protease USP2a; AID 463254; USP2 core, Ub-CHOP2 coupled fluorogenic reporter, 485/531; Potency, µM (top dose mostly 38.3 µM), for inactives: at the top dose activity change, negative = inhibition, hits mostly inhibitors; 0.01% of 330,000 active;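 further: potency means the concentration at half of the fitted maximal effect; plate controls were DMSO wells for no effect and full inhibition by NEM control for full effect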
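USP2 core (10nM final) preincubated 30min RT with compound in 20mM Tris-HCl pH 8.0, 2mM CaCl2, 2mM beta-mercaptoethanol, 0.05% CHAPS; 25nM Ub-CHOP2 plus 25nM reporter substrate added, fluorescence (Ex485/Em531) read after 60min.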
BCR signal inh – chronic active BCR signaling inhibition; ABC-DLBCL IkBa-CBG/CBR reporter, luminescence ratio, 4 h; 0.05% of 340,000 active; Potency, µM (top dose mostly 46.1 µM), for inactives: at the highest dose ratio change, negative = lower green/red ratio, usual class: inhibitors; active means well fitted inhibition curve with a large enough effect in the signal ratio, with a control signal flat, not every such curve was filed as active; inconclusive means small, poorly fitted or top-dose-only effect, or effect the other way, or a change in a side signal; the % refers to the signal ratio;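 further: potency means the concentration at half of the fitted maximal effect; plate controls were basal doxycycline-induced cells for no effect and cells given 10 µM MG132 for full effect; MG132 reads +100%, hits lower the ratio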
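Concentration-response series (up to 46 uM) were applied to TMD8 dual-reporter cells for 4 h at 37C with doxycycline. Green/red ratio, after filter-overlap correction, defined %Activity; red signal alone was normalised to basal cells and zero luminescence.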
KCNH2 3.1 inh – blocks the human KCNH2 3.1 channel isoform; 0.95% of 340,000 active; AID 720553; activity change, % (tested at about 1.8 µM); U2OS KCNH2 3.1, thallium flux FluxOr; stronger effect = lower value;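 active means maximum activity change below -70%; inconclusive means maximum activity change from -70% to -50%; inactive means maximum activity change above -50%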;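 further: thallium influx rate constant from kinetic fluorescence after stimulation buffer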
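Normalized rate constant (relative to positive and negative DMSO controls) derived from a 2 min kinetic fluorescence read after stimulation; U2OS cells expressing the 3.1 isoform via virus at 1.77 x 10^8 /mL.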
PKM2 activator – activators of human pyruvate kinase M2; AID 1631; purified PKM2, Kinase-Glo ATP luminescence, activation; response scale: 0% is enzyme alone, no compound; P14618; 0.34% of 260,000 active; Potency, µM (series often up to 57.5 µM), without a hit: at the top dose activation, usual class: activators; further: potency means the concentration at half of the fitted maximal effect; nearly all actives have a fitted effect of over 55% in size
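ATP formation by purified human PK-M2, quantified via coupled luciferase luminescence after 1 h at room temperature with 0.1 mM ADP and 0.5 mM PEP final.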
GALK inhibitor – blocks human galactokinase activity. Purified GALK, Kinase-Glo residual ATP luminescence. Potency, µM (highest dose often 57.5 µM), without a hit: top-dose activity change, negative = inhibition, most hits filed as inhibitors. 0.007% of 270,000 active; further: potency means the concentration at half of the fitted maximal effect
Target sequence (P51570 whole entry, looked up): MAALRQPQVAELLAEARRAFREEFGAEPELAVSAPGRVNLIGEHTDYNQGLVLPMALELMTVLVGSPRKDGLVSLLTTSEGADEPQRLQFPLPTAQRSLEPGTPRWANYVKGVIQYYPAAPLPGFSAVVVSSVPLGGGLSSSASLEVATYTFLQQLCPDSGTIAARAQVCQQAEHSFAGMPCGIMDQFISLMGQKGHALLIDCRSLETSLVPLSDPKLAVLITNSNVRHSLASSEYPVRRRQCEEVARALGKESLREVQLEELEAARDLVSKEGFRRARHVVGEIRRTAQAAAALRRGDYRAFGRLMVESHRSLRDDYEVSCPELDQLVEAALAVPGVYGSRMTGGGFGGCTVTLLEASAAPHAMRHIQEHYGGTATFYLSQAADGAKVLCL
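ATP-depletion format; final 35 uM ATP, 100 uM D-galactose, 5 nM enzyme; pH 8.0 HEPES/Mg2+ buffer; 60 min RT; luminescence read 10 min after detection reagent.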
* marks the source's active call; other numbers are inactive results; ? = inconclusive; . = not tested or not shown; & = joins results of further samples; [ ] = dose if it differs, or a comment. Unless noted, the call rests on the fitted dose curve; in most records, active means well fitted curve in the direction sought with a large enough effect; inconclusive means small, poorly fitted or top-dose-only effect, or another doubt; inactive means no such curve, though single readings can be large; an effect the other way counts as inactive or inconclusive. Unless noted, on the % scale 0 is the no-effect control and ±100 the full control effect.

smiles	Coupling enz	Eya2 inh	Giardia kill	hERG WT inh	B2AR arrestin	uPA generation	USP2a block	BCR signal inh	KCNH2 3.1 inh	PKM2 activator	GALK inhibitor
COCCN1C(=O)C(=O)/C(=C(/O)c2ccc(S(=O)(=O)N3CCOCC3)cc2)C1c1cccc(Cl)c1 (configuration not stated)	7	-12%	-27	4	-0.2%	3%	3%	?	9	-3%	-3%
CC(=O)c1c(C)[nH]c(C(=O)OCC(=O)N(Cc2ccccc2)C(C)(C)C)c1C	.	6%	0	2	0.3%	4%	0%	3%	1	.	.
COc1cccc(OC)c1C(=O)NC(=S)N1CCCCC1c1cccnc1 (configuration not stated)	-1	21%	6	-1	-0.6%	2%	-2%	?	0	-1%	.
CC(C)c1csc(CN2CCC(n3nccc3NC(=O)Cc3ccccc3)CC2)n1	1	-1%	-14	8	-0.9%	2%	1%	1%	.	7%	-4%
CC1C(=O)N2CCCc3cc(NC(=O)COc4ccccc4)cc1c32 (configuration not stated)	.	16%	-10	3	0.0%	-11%	1%	-25%	13	.	.
CCc1cccc(NC(=O)C2CCCN(S(=O)(=O)c3c(C)[nH]c(=O)[nH]c3=O)C2)c1 (configuration not stated)	3	.	2	-7	.	0%	.	.	0	-2%	0%
O=C(Cn1cc(C(=O)C2CC2)c2ccccc21)Nc1ccc(F)cc1	0	9%	5	1	-0.2%	3%	-2%	-1%	15	1%	-2%
CC(NC(=O)C(C)N1C(=O)c2ccccc2C1=O)c1ccccc1 (configuration not stated)	-1	6%	10	-7	-0.2%	-2%	1%	-9%	-8	-3%[11.5 µM]	-2%
O/N=C/c1cc(Cl)ccc1OCc1ccccc1Cl	2	5%	-19	8	0.5%	-5%	2%	?	-6	-7%	-5%
Nc1cc(=O)[nH]c(SCC(=O)Nc2ccccc2Sc2ccccc2)n1	0	-1%	-10	-5	0.0%	0%	2%	-3%	-1	-2%	1%
Cc1[nH][nH]c(=O)c1C=Nc1ccc(C(F)(F)F)cc1	2	12%	11	4	-0.1%	-21%	1%	-2%	18	0%	8%
N#Cc1ccccc1CN1C(=O)c2ccccc2S1(=O)=O	3	7%	-2	-3	-0.1%	0%	-1%	-1%	7	2%[11.5 µM]	6%
CN1CCN(NC(=O)c2cccs2)CC1	1	0%	-2	1	0.0%	-1%	2%	-1%	2	2%	-1%
N#Cc1cccnc1N1CCN(C(=O)c2ccccc2)CC1	1	6%	0	-20	-0.1%	-7%	0%	2%	-8	.	2%
O=[N+]([O-])c1ccc(OC(F)F)c(/C=N/n2cnnc2)c1	0	-15%	-1	7	0.0%	0%	0%	1%	6	1%	1%
Cc1cc(=O)oc2cc(OCC(=O)OCC(=O)Nc3ccc4ccccc4c3)ccc12	3	4%	7	4	0.0%	1%	1%	5%	4	-5%	1%
Cc1ccc(C(=O)Cn2nnc(-c3ccccc3)n2)cc1	-3	11%	-2	5	0.4%	3%	-2%	?	5	-3%	-4%
O=C1CC2(CCN(C(=O)COc3ccc(F)cc3)CC2)Oc2ccccc21	.	7%	-12	1	0.4%	-1%	0%	0%	16	.	.
COc1ccc(CC(=O)N(Cc2ccccc2)C(C)C)cc1	0	3%	17	-22	-0.5%	-5%	1%	?	-3	9%[11.5 µM]	-6%
CCN1CCN(C(CNS(=O)(=O)c2ccc(OC)cc2)c2cccnc2)CC1 (configuration not stated)	0	20%	5	10	-0.1%	2%	1%	10%	13	4%	2%
COc1ccc(-c2c3c(=O)n(C)c(=O)n(C)c3cn2NC(C)=O)cc1	-3	2%	17	-18	-0.5%	11%	0%	0%	2	1%	-1%
O=C(COc1ccc(/C=N/NC(=O)c2ccccc2)cc1)Nc1ccc([N+](=O)[O-])cc1	-2	-8%	5	1	-0.5%	6%	-5%	?	-22	-3%	2%
COc1ccc(OCC(=O)N(C)Cc2ccccc2)cc1	1	13%	1	-3	6.6%	-2%	3%	2%	-1	0%	4%
OCc1ccccc1O[C@@H]1O[C@H](CO)[C@@H](O)[C@H](O)[C@H]1O	3&2	13%	-2	7	0.2%	-9%	3%	-3%	8	-2%	.
Cc1cc(C(=O)COC(=O)c2cccc(S(=O)(=O)N(C)C)c2)c(C)n1CC1CCCO1 (configuration not stated)	.	2%	-18	-3	-0.3%	-15%	0%	-3%	-8	.	.
Nc1nc(-c2cccs2)c(CC(=O)O)s1	3	-7%	-3	.	0.0%	2%	0%	?	.	0%	-2%
CCNc1nc(NC(C)C)nc(N(C#N)CC(=O)OC)n1	-1	-13%	18	-7	-0.1%	-6%	-1%	29%	8	-8%	0%
Fc1ccccc1C1c2cccn2CCN1C(=S)Nc1cccc(Br)c1 (configuration not stated)	-2	-6%	-10	9	0.1%	-1%	-12%	?	10	1%	-2%
COc1ccc2nc(SCC(=O)N3CCCCC3)c(C#N)cc2c1	-4	1%	-6	-12	0.4%	-1%	0%	-11%	2	-2%	0%
O=C(O)c1cc(-c2ccc(-c3c(-c4ccc5c(c4)OCO5)noc3-c3ccsc3)cc2)nc2ccccc12	3	2%	-7	-8	0.2%	-3%	3%	24%	8	0%	.
O=C(CC(c1ccccc1)c1ccccc1O)N1CCCCC1 (configuration not stated)	-3	-2%	-8	-18	-0.6%	-12%	2%	12%	-2	2%	3%
COc1ccc(CNC(=O)c2ccc(CNc3c(NC4CCCCC4)c(=O)c3=O)cc2)cc1	0	-1%	1	-21	-2.2%	-11%	0%	0%	1	-1%	.
O=C(COCc1cc(-c2ccc3c(c2)OCO3)on1)Nc1cccnc1Cl	.	3%	3	-9	-0.1%	4%	-8%	-13%	-10	.	-4%
O=C(CN1CCOCC1)Nc1ccc2c(c1)OCCO2	-3	1%	22	3	-0.1%	-12%	1%	-14%	-6	5%	-2%
CCC(C)(C)n1nnnc1C(c1cccnc1)N1CCCC(C)C1 (configuration not stated)	3	-9%	?	-19	-0.1%	-5%	2%	2%	-1	1%	2%
COc1ccccc1N1CCN(S(=O)(=O)c2ccc3c4c(cccc24)C(=O)N3C)CC1	0	2%	.	.	-0.3%	.	0%	?	.	-1%	-8%
C=CCOc1c(CNn2nnnc2N)cccc1OC	-6	2%	5	-2	-0.7%	-8%	1%	3%	-16	-18%	-3%
Cn1c(=O)c(C=Nc2ccccc2)c(O)c2ccccc21	-7	-6%	.	.	0.3%	.	1%	?	.	-12%	10%
CCNC(=S)N1CCC(n2cnc3ccccc32)CC1	2	10%	16	9	0.1%	8%	1%	4%	-3	6%	1%
CCCN(CC(=O)Nc1ccc(F)c(F)c1F)C(=O)CCc1nc2ccccc2c(=O)[nH]1	.	9%	-8	5	-0.2%	-8%	1%	2%	-9	.	.
CN(C)c1ccc(/C=C/C#N)cc1	-5	-1%	?	0	-0.2%	9%	1%	?	0	-7%	.
COc1cc2c(cc1OC)C(C(=O)N1CCCC1)C(c1ccccc1F)N(C)C2=O (configuration not stated)	-3	6%	?	3	0.0%	3%	0%	?	5	-17%	1%
CCn1cc(CN2CCN(Cc3ccc(OC)c(C)c3C)C(CCO)C2)c(C)n1 (configuration not stated)	-1	1%	-3	20	-0.1%	1%	5%	-21%	11	4%	-3%
CCCc1[nH]nc2c1C(c1ccc(OC(=O)c3ccco3)cc1)C(C#N)=C(N)O2 (configuration not stated)	-2	6%	13	-12	-0.5%	.	1%	-1%	32	0%	-3%
Cc1cccc(C(=O)Nc2sc(-c3ccccc3)cc2C(=O)O)c1	2	8%	?	-12	-0.8%	-3%	0%	?	-15	2%	-22%
NC(=O)c1ccsc1NC(=O)c1cc(=O)c2ccccc2o1	2	2%	6	0	-0.6%	3%	5%	5%	0	-10%	.
Cc1ccc(-n2cnnn2)cc1Cl	1	-2%	7	-2	-0.3%	-5%	-2%	-9%	0	-1%	7%
COc1cccc(-c2noc(CCCC(=O)N3CCOCC3)n2)c1	1	-12%	-15	-1	-0.1%	23%	-1%	?	-1	2%	8%
CCOc1ccc(OCC(=O)Nc2ccc(OC)cc2)cc1	0	-3%	-10	-10	0.3%	-2%	-6%	?	10	-1%	3%
CC(C)C[C@H]1CN=C(N(C)C)N1CC1CCCC1	.	4%	25	5	-0.4%	?	0%	0%	-17	.	.
COc1ccc(-n2nnc3c(=O)n(Cc4ccccc4C)cnc32)cc1	2	8%	-6	-11	-1.6%	.	0%	-17%	-20	-4%	-1%
CCN1CCSc2ccc(C(=O)NCc3cc(Br)ccc3OC)cc21	0	5%	-11	-6	-0.2%	-2%	4%	9%	-5	0%	.
N/C(Cc1ccc([N+](=O)[O-])cc1)=N\OC(=O)COc1ccccc1Cl	-1	-3%	4	4	-2.1%	2%	-1%	-5%	-25	0%	0%
